Source: PubChem BioAssay (National Center for Advancing Translational Sciences (NCATS))
HepG2 tox = counter-screen for TGF-b inhibitors: cytotoxicity in HepG2 cells | HepG2 CAGA-GFP viability, ATP luminescence, 18 h | Potency, µM (doses to about 46.1 µM), for inactives: at the top dose activity change, negative = cytotoxicity, most hits filed as cytotoxic | actives 0.76% (n = 410,000) | AID 588856; also: potency is read from the fitted curve at half-maximal effect; some results filed as inactive show a strong effect at the top dose
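CellTiter-Glo luminescence gave cytotoxicity after 18 hours at 37 degrees C. The cells were HepG2 CAGA-GFP in 1% FBS DMEM, stimulated with 500 pg/mL TGF-beta after compound addition. %Activity was normalised to no-cell wells (complete cell-killing) and DMSO (no toxicity), and curves were fitted and classified.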
KB-3-1 cytotox = KB-3-1 parental cell cytotoxicity. Potency, µM (titrated, usually from 46.1 µM), without a hit: top-dose activity change, negative = cytotoxic, hits mostly cytotoxic. actives 1.4% (n = 400,000). KB-3-1 viability, CellTiter-Glo ATP luminescence, 72 h; also: potency is read from the fitted curve at half-maximal effect; % is scaled to controls: 0 for no effect and ±100 for the full control effect; nearly all actives have a fitted effect of over 60% in size
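Viability of parental KB-3-1 cells, measured by CellTiter-Glo luminescence, followed a 72 h incubation at 37 °C with pinned compounds in phenol-red-free DMEM containing 10% FBS.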
S2 tox = cell viability loss in ATXN counter-screen. S2 cells (HEK-293 line with an ATXN2-luciferase reporter) viability, CellTiter-Fluor protease fluorescence, 24 h. Potency, µM (titrated, usually from 56.7 µM), actives largely listed as cytotoxic. actives 0.49% (n = 400,000). AID 651635; also: potency is read from the fitted curve at half-maximal effect; nearly all actives have a fitted effect of over 40% in size
ATXN2 expr inh = inhibitors of ATXN2 expression | HEK-293 ATXN2-luciferase reporter, luminescence, 24 h | Potency, µM (series often up to 57 µM), for inactives: at the top dose activity change, negative = inhibition, hits mostly inhibitors | actives 0.72% (n = 360,000) | AID 1745845; also: potency is read from the fitted curve at half-maximal effect; % is scaled to controls: 0 for no effect and ±100 for the full control effect; nearly all actives have a fitted effect of over 55% in size
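qHTS (up to 57 uM final) was run with 24 h compound exposure of reporter cells at 37 °C. Each well was multiplexed: SteadyGlo luminescence measured ATXN2-luciferase expression after a fluorogenic Gly-Phe-AFC viability readout (25 uM final).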
HT1080NT lethal = kills 2HG-producing HT-1080-NT fibrosarcoma cells | HT-1080-NT fibrosarcoma viability, CellTiter-Glo ATP luminescence, 48 h | Potency, µM (doses to about 46.1 µM), for inactives: at the top dose activity, negative = less viability, actives largely listed as cytotoxic | actives 1.6% (n = 360,000) | AID 686970;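 also: NT is the 2HG producing partner of a matched IDH1 knockdown line; potency is read from the fitted curve at half-maximal effect; 0% = DMSO-treated cells and -100% = media-only wells without cells; nearly all actives have a fitted effect of over 55% in size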
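HT-1080-NT fibrosarcoma cells (2HG-overproducing), 750 cells/well in RPMI with 5% FBS, dosed after 2 h and incubated 48 h at 37C. CellTiter-Glo luminescence normalized to DMSO and no-cell wells; concentration-response curves fitted and classed.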
MCF10A rerep = induces DNA re-replication in MCF 10a normal breast cells; Potency, µM (highest dose often 46.1 µM), for the others: top-dose activity, positive = re-replication, actives largely listed as activators; AID 624296; actives 2.9% (n = 350,000); MCF 10A DNA re-replication, Hoechst nuclear intensity, 48 h; also: potency is read from the fitted curve at half-maximal effect; % of control where 0% means no effect; nearly all actives have a fitted effect of over 50% in size
SW480 rereplic = induces DNA re-replication in SW480 colon adenocarcinoma cells; SW480 DNA re-replication, Hoechst DNA content imaging, 48 h; Potency, µM (series often up to 46.1 µM), inactives show at the top dose re-replication activation, hits mostly activators; actives 1.8% (n = 340,000); AID 624297; also: potency is read from the fitted curve at half-maximal effect; % of control where 0% means no effect; nearly all actives have a fitted effect of over 55% in size
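Image-based DNA-content assay: after two days of treatment, nuclei were labelled with the DNA dye Hoechst and imaged, and hits were compounds raising the count of nuclei showing high fluorescence intensity.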
IL-1B inflam inh = inflammasome signaling inhibition, IL-1 beta readout. THP-1 LPS/ATP IL-1B secretion, AlphaLISA, 16 h; stronger effect = lower value. activity change, % at 57.5 µM. actives 4.7% (n = 360,000). AID 743279; in the data active = activity change below about -50%; inconclusive = mostly about -30% to -49%; also: % is scaled to controls: 0 for no effect and ±100 for the full control effect
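THP-1 cells pretreated 1 hr with compounds (up to 57.5 uM final), then stimulated with LPS (250 ng/mL final) plus ATP (1.25 mM final); secreted IL-1B measured by AlphaLISA after 16 hr, decreased signal indicating inhibition.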
HT1080 IDH1KD tx = HT-1080 IDH1 knockdown cell toxicity (counter line); HT-1080 IDH1 knockdown viability, ATP luminescence, 48 h; Potency, µM (highest dose often 46.1 µM), inactives show at the highest dose activity, negative = toxicity, hits mostly cytotoxic; actives 2% (n = 360,000);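 also: potency is read from the fitted curve at half-maximal effect; 0% = DMSO wells and -100% = cell-free medium wells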
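Cytotoxicity counter-line: IDH1KD HT-1080, 48 h, CellTiter-Glo. Curves classed by r2, magnitude and activity.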
The depositor's hits bear a star; i = inactive; ? = inconclusive; . = not tested or not shown; [ ] = another dose, or the depositor's remark. Unless noted, calls follow the shape of the dose curve; as a rule, active = well fitted curve in the direction sought with a large enough effect; inconclusive = small, poorly fitted or top-dose-only effect, or another doubt; inactive = no such curve, though single readings can be large; an effect the other way counts as inactive or inconclusive.

Letter code – A = HepG2 tox; B = KB-3-1 cytotox; C = S2 tox; D = ATXN2 expr inh; E = HT1080NT lethal; F = MCF10A rerep; G = SW480 rereplic; H = IL-1B inflam inh; I = HT1080 IDH1KD tx
Molecule: CC(=O)C1CCC2C3CC(C)=C4CC(O)CCC4(C)C3CCC12C (stereo unspecified)
  A = -10.3% | B = ? | C = i | D = -10.2% | E = ? | F = ? | G = ? | H = -98.7* | I = ?
Molecule: CC(C)c1ccccc1NC(=O)C1CC(=O)N(C2CCCC2)C1 (stereo unspecified)
  A = 0.6% | B = 3.4% | C = i | D = -5.4% | E = 3.5% | F = 7.7% | G = -13.1% | H = 19.4 | I = 1.0%
Molecule: CCN(Cc1ccccc1)Cc1c(F)cccc1F
  A = 1.4% | B = 4.7% | C = ? | D = -13.5% | E = 7.6% | F = 1.0% | G = -6.2% | H = 0.0 | I = -1.2%
Molecule: Cn1c(C(=O)O)cnc1Sc1ncc(C(F)(F)F)cc1Cl
  A = -5.1% | B = -4.3% | C = i | D = -3.0% | E = 9.5% | F = -0.3% | G = -16.4% | H = 5.9 | I = -3.2%
Molecule: O=C(NNc1nc2c(F)cccc2s1)C1COc2ccccc2O1 (stereo unspecified)
  A = -0.3% | B = -2.2% | C = i | D = 11.1% | E = 0.1% | F = 8.5% | G = -3.9% | H = -12.6 | I = -1.8%
Molecule: O=C(CC1CCCC1)NNC(=O)c1ccccc1O
  A = -25.2% | B = -22.6% | C = i | D = . | E = -25.2% | F = . | G = . | H = 41.4 | I = ?
Molecule: O=C(COC(=O)/C=C/c1ccc2ccccc2n1)NNC(=O)c1ccc([N+](=O)[O-])cc1
  A = -10.2% | B = 0.8% | C = i | D = 9.5% | E = 14.1% | F = ? | G = -4.4% | H = -52.6* | I = 8.8%
Molecule: COc1cc(OC)c(S(=O)(=O)Nc2ccccc2NC(=O)CN2CCOCC2)cc1NC(C)=O
  A = -7.4% | B = 2.7% | C = i | D = 1.0% | E = 10.2% | F = ? | G = -3.0% | H = 1.4 | I = 3.6%
Molecule: CCCCNC(=O)CN(Cc1ccco1)S(=O)(=O)c1ccc(C(C)=O)cc1
  A = 0.3% | B = 0.5% | C = i | D = 15.2% | E = -2.7% | F = 18.6% | G = ? | H = -6.9 | I = -1.9%
Molecule: CCc1cccc(NC(=O)CN2C=NS(=O)(=O)c3ccccc32)c1
  A = 13.9% | B = -1.9% | C = i | D = 5.4% | E = . | F = . | G = . | H = . | I = .
Molecule: Cc1cc(C)n(CC(=O)N2CCCC(N3CCN(c4ccccc4C)CC3)C2)n1 (stereo unspecified)
  A = -13.6% | B = -3.0% | C = i | D = -10.9% | E = -3.8% | F = -1.9% | G = 4.8% | H = 0.1 | I = -2.8%
Molecule: CC1=C(C(=O)Nc2cc(C(=O)N(C)Cc3ccccc3)ccc2C)SCCO1
  A = -2.6% | B = -0.8% | C = i | D = 1.4% | E = 10.5% | F = 1.8% | G = -38.4% | H = -54.8* | I = 2.7%
Molecule: O=C(CSc1nnc(-c2cccs2)n1-c1ccccc1)c1ccc2c(c1)OCCO2
  A = 22.8% | B = 11.4% | C = ? | D = -9.8% | E = 5.3% | F = 5.9% | G = -6.4% | H = -3.4 | I = 8.2%
Molecule: COc1cccc(NC(=O)C2CC(=O)N/C(=N/NC(=O)c3ccc(C)cc3)S2)c1 (stereo unspecified)
  A = 21.2% | B = -0.3% | C = i | D = -21.8% | E = 11.4% | F = 0.4% | G = -10.4% | H = 17.6 | I = 0.4%
Molecule: Brc1ccc(OCCCCN2CCCCC2)cc1
  A = -0.4% | B = 1.9% | C = i | D = . | E = 1.3% | F = 7.8% | G = -4.5% | H = -8.3 | I = -0.4%
Molecule: CSc1ncc(Cl)c(C(=O)N(Cc2ccc(C)cc2)C2CCS(=O)(=O)C2)n1 (stereo unspecified)
  A = -18.2% | B = 2.4% | C = i | D = 5.8% | E = . | F = . | G = . | H = . | I = .
Molecule: Cc1c(-n2c(=S)[nH]c3ccccc3c2=O)c(=O)n(-c2ccccc2)n1C
  A = -0.5% | B = 2.7% | C = . | D = . | E = -2.5% | F = 9.9% | G = -20.2% | H = -5.1 | I = -4.2%
Molecule: Cc1cccc(NC(=O)CSCC(=O)Nc2ccccc2N2CCCCC2)c1
  A = 7.0% | B = ? | C = i | D = -11.2% | E = -24.7% | F = 131.2% | G = ? | H = -13.2 | I = -12.9%
Molecule: COc1ccc(C(=O)CN2C(=O)c3ccccc3C2=O)c(OC)c1
  A = 19.9% | B = 5.3% | C = i | D = 9.2% | E = 14.0% | F = 3.6% | G = 16.8% | H = -14.6 | I = 21.3%
Molecule: O=C(NC1=NCCS1)c1ccncc1
  A = 22.8% | B = 13.2% | C = i | D = 10.9% | E = 6.6% | F = -3.2% | G = -5.5% | H = -3.2 | I = 13.0%
Molecule: Cc1cc(-n2c(SCC(=O)Nc3ccc(Br)cc3)nc3n[nH]c(C)c3c2=N)ccc1Cl
  A = -15.3% | B = ? | C = ? | D = -23.0% | E = 0.9% | F = 3.26µM* | G = 18.4µM* | H = 15.6 | I = -4.1%
Molecule: CCOc1ccc(-c2c(C)n([O-])c3c([n+]2=O)CCCCC3)cc1
  A = 2.6% | B = 8.8% | C = i | D = -4.6% | E = 1.0% | F = -0.8% | G = ? | H = 25.8 | I = 12.3%
Molecule: COc1ccc(C(=O)N/C(=C\c2cc(OC)c(OC)cc2[N+](=O)[O-])C(=O)NCC(=O)O)cc1
  A = -12.3% | B = 11.9% | C = i | D = -20.4% | E = 2.6% | F = 0.6% | G = -8.4% | H = 5.2 | I = 0.4%
Molecule: Cc1cc(Cl)ccc1OCc1nc(-c2ccncc2)no1
  A = 0.0% | B = -1.7% | C = i | D = 53.8%[activator] | E = -18.3% | F = -12.1% | G = -63.1%[inhibitor] | H = -55.8* | I = -16.0%

Shown in CSV form: two of the compounds above
structure,HepG2 tox,KB-3-1 cytotox,S2 tox,ATXN2 expr inh,HT1080NT lethal,MCF10A rerep,SW480 rereplic,IL-1B inflam inh,HT1080 IDH1KD tx
Cc1cccc(NC(=O)CSCC(=O)Nc2ccccc2N2CCCCC2)c1,7.0%,?,i,-11.2%,-24.7%,131.2%,?,-13.2,-12.9%
COc1ccc(C(=O)CN2C(=O)c3ccccc3C2=O)c(OC)c1,19.9%,5.3%,i,9.2%,14.0%,3.6%,16.8%,-14.6,21.3%

Retrieved by compound from above, three records:
Letter code – A = HepG2 tox; B = KB-3-1 cytotox; C = S2 tox; D = ATXN2 expr inh; E = HT1080NT lethal; F = MCF10A rerep; G = SW480 rereplic; H = IL-1B inflam inh; I = HT1080 IDH1KD tx
Molecule: CCOc1ccc(-c2c(C)n([O-])c3c([n+]2=O)CCCCC3)cc1
  A = 2.6% | B = 8.8% | C = i | D = -4.6% | E = 1.0% | F = -0.8% | G = ? | H = 25.8 | I = 12.3%
Molecule: CC(C)c1ccccc1NC(=O)C1CC(=O)N(C2CCCC2)C1 (stereo unspecified)
  A = 0.6% | B = 3.4% | C = i | D = -5.4% | E = 3.5% | F = 7.7% | G = -13.1% | H = 19.4 | I = 1.0%
Molecule: COc1ccc(C(=O)N/C(=C\c2cc(OC)c(OC)cc2[N+](=O)[O-])C(=O)NCC(=O)O)cc1
  A = -12.3% | B = 11.9% | C = i | D = -20.4% | E = 2.6% | F = 0.6% | G = -8.4% | H = 5.2 | I = 0.4%

3 compounds from above, reduced to S2 tox and KB-3-1 cytotox.
structure,S2 tox,KB-3-1 cytotox
CCCCNC(=O)CN(Cc1ccco1)S(=O)(=O)c1ccc(C(C)=O)cc1,i,0.5%
CC(=O)C1CCC2C3CC(C)=C4CC(O)CCC4(C)C3CCC12C (stereo unspecified),i,?
CCOc1ccc(-c2c(C)n([O-])c3c([n+]2=O)CCCCC3)cc1,i,8.8%
